# D2 agonist: D2 dopamine receptor (human) agonism | hit rate 0.53% among 340,000 | P14416 | HEK293 T-REx D2 cells, calcium flux agonist mode | AID 485358 | activation, % at 2 µM;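 active = activation over 3 SD above normal in the single-dose calcium agonist read, cut at about 30% in these data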; note: 0% is about no effect
# Target sequence (P14416 whole entry, looked up): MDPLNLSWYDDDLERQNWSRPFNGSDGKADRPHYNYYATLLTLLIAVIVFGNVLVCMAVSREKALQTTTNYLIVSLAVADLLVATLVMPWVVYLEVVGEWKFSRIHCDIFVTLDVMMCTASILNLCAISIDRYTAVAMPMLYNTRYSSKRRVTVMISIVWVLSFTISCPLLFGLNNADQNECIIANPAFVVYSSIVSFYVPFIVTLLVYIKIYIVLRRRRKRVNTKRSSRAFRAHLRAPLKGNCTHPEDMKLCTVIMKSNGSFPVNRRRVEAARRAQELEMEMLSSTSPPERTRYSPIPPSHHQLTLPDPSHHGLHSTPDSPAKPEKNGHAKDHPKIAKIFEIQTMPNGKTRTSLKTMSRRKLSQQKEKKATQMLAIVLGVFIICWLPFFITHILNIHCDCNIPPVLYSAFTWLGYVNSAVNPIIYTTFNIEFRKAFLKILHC
#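 Agonism is scored from calcium flux in a force-coupled, inducible HEK293 cell line expressing D2, read kinetically for 180 s after compound addition against dopamine controls.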
# LDHA block: blocks human lactate dehydrogenase A; AID 1347041; hit rate 0.15% among 480,000; P00338; activity change, % (values are at about 110 or 230 µM); purified LDHA, NADH/diaphorase-resazurin fluorescence; active compounds read low; in the data active = activity change below about -30%; inconclusive = mostly about -25% to -30%;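 note: plate controls were DMSO wells for no effect and wells without enzyme for full effect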
#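 Human LDH5 at 2 nM final in Tris HCl pH 7.4 with 0.06 mM NADH and 0.2 mM pyruvate, reacted 5 minutes at room temperature. Remaining NADH coupled via diaphorase/resazurin; resorufin fluorescence read at 0 and 20 minutes, normalized to enzyme-free and DMSO wells.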
# 12-LOX inh: ALOX12 (human) lipoxygenase inhibition. P18054. purified 12hLO, xylenol orange hydroperoxide absorbance. Potency, µM (top dose mostly 108 µM), for inactives: at the highest dose activity change, negative = inhibition, hits mostly inhibitors. hit rate 1.1% among 580,000. AID 1671190; note: potency is the fitted concentration of half-maximal effect; % is set by controls: 0 for no effect and ±100 for the full control effect
# Target sequence (P18054 whole entry, looked up): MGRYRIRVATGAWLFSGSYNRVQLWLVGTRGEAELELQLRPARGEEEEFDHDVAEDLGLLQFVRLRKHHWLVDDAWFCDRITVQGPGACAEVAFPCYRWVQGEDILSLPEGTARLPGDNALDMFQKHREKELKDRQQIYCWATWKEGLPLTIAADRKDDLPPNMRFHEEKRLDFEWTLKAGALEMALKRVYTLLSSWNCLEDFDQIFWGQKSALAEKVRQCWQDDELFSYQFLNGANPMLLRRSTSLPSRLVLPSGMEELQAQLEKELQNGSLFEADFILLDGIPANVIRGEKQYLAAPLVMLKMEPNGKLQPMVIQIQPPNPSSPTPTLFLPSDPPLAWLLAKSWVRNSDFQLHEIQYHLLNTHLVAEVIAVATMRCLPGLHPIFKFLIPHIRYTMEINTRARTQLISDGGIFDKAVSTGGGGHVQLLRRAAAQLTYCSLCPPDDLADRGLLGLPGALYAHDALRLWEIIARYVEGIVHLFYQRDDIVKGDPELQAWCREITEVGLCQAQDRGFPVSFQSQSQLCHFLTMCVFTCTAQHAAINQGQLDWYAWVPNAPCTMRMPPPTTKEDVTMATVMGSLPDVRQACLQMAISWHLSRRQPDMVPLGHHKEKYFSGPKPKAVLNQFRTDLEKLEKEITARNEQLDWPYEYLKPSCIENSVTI
#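 Purified human 12hLO (150 nM final) in 25 mM Hepes, 0.01% Triton X-100, pH 7.0 was preincubated 15 min at room temperature with compound. Then 40 uM arachidonic acid was added, 30 min. Hydroperoxide was read by Fe-XO absorbance ratio 573/405 nm.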
# D2 antag: D2 dopamine receptor (human) antagonism | HEK293 TREx D2 cells, calcium flux, dopamine EC80 | P14416 | inhibition, % at 10 µM | hit rate 2% among 340,000; in the data active = inhibition above about 30%; note: 0% is about no effect
#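 Dopamine at EC80 is the agonist stimulus; test compounds precede it by 180 s. Calcium flux read kinetically in a force-coupled, inducible HEK293 T-REx D2 cell line.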
# Glioma ERSR ind: ER stress response induction in glioma; U87-MG GRP78 promoter luciferase reporter, 16 h; Potency, µM, for inactives: at the highest dose activation, usual class: activators; hit rate 0.02% among 420,000; AID 602332; note: potency is the fitted concentration of half-maximal effect; series mostly up to about 76 µM; % of control where 0% means no effect; nearly all actives have a fitted effect of over 35% in size
#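 Stably transfected U87-MG human glioma cells carrying a GRP78-based luminescent sensor were seeded at 1000 cells/well, pin-dosed with compounds and incubated 16 h. Luciferase reagent was then added, and end-point luminescence was read after 10 min at room temperature.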
# An asterisk follows results filed as active; ? = inconclusive; . = not tested or not shown; & = joins results of further samples; [ ] = another dose, or the depositor's remark. Unless noted, calls come from the whole dose curve; as a rule, active = well fitted curve in the direction sought with a large enough effect; inconclusive = small, poorly fitted or top-dose-only effect, or another doubt; inactive = no such curve, though single readings can be large; an effect the other way counts as inactive or inconclusive.
SMILES,D2 agonist,LDHA block,12-LOX inh,D2 antag,Glioma ERSR ind
COc1cc(F)c(S(=O)(=O)N2CCN(S(=O)(=O)c3cccc(N)c3)CC2)c(F)c1,.,-7,.,.,.
Cc1ccc(NS(=O)(=O)c2cc3c(cc2C)OCC(=O)N3)cc1C,.,-7,.,.,.
N#CC1=C(NC=NCc2ccccc2)Oc2ccc3ccccc3c2C1c1ccccc1 (stereo unspecified),.,0,.,.,.
O=C(O)Cc1cc(F)c(S(=O)(=O)N2CCN(S(=O)(=O)c3ccc4c(c3)OCCO4)CC2)cc1F,.,-4,.,.,.
NC(N)=NCCC[C@H](NC(=O)CNC(=O)c1ccccc1)C(=O)Nc1cc(C(F)(F)F)ccc1Cl,.,-8,.,.,.
Cc1ccc(C)n1-c1cccc(-c2nn[nH]n2)c1,.,-8,.,.,.
O=C(Cc1ccc2ccccc2c1)Nc1nnc(-c2ccncc2)s1,.,-2,.,.,.
COc1ccc(C2Nc3ccccc3C(=O)N2Cc2ccc(-c3ccccc3)cc2)cc1COc1ccc(NC(C)=O)cc1 (stereo unspecified),.,3,.,.,.
COc1ccc(C2c3c(nc(C)[nH]c3=O)Oc3ccc4ccccc4c32)cc1OC (stereo unspecified),.,3,.,.,.
O=C(CNC(=O)c1ccc(C(F)(F)F)cc1)OC(C(=O)Nc1cc(C(F)(F)F)ccc1Cl)c1ccccc1 (stereo unspecified),.,-2,.,.,.
Cc1cc(C)n2ncc(C(=O)NCC(C)C)c2n1,.,-3,.,.,.
Cc1csc2c1c(=O)n(O)c(=O)n2Cc1ccccc1,.,5,.,.,.
COc1ccc(N2C[C@]34C=C[C@H](O3)C(C(=O)O)C4C2=O)cc1OC (stereo partly specified),.,-4,.,.,.
O=C(NCc1ccc(F)cc1)n1c(-c2ccccc2)c(P(=S)(c2ccccc2)c2ccccc2)c2ccccc21,.,-2,.,.,.
CC(C)(C)OC(=O)NCC(=O)NNC(=O)c1cc2ccccc2[nH]1,.,3,.,.,.
Cc1ccc(NS(=O)(=O)c2ccc(F)cc2)cc1C,.,-4,.,.,.
NC(=O)C1CCN(c2ncc(-c3ccc4c(c3)OCO4)s2)CC1,.,1,.,.,.
COc1ccc(CCNC(=O)c2cc3ccc(Cl)cc3nc2N)cc1,.,0,.,.,.
CC(=O)Nc1sc2c(c1-c1cc3ccccc3o1)CCNC2,.,6,.,.,.
Cc1ccc(NS(=O)(=O)c2cccc(F)c2)cc1C,.,2,.,.,.
COc1ccc(C2Nc3ccccc3C(=O)N2CCc2ccccc2)cc1COc1ccc(NC(C)=O)cc1 (stereo unspecified),.,9,.,.,.
COc1cc(F)c(S(=O)(=O)N2CCN(S(=O)(=O)c3ccc4c(c3)OCCO4)CC2)c(F)c1,.,-6,.,.,.
Cc1cc(C=CC#N)cc(C)c1Nc1nc(Nc2ccc3c(c2)CCC3)c2[nH]cnc2n1,.,3,.,.,.
CC(=O)Nc1cccc(S(=O)(=O)N2CCN(S(=O)(=O)c3c(F)cccc3F)CC2)c1,.,1,.,.,.
Cc1ccc(S(=O)(=O)N2CCN(c3nc(C#N)nc4ccccc34)CC2)cc1,.,-3,.,.,.
CC(=O)Nc1ccc(S(=O)(=O)N2CCCN(S(=O)(=O)c3ccc4c(c3)OCCO4)CC2)cc1,.,-6,.,.,.
CCn1cnc2c(Nc3cc(F)cc(F)c3)nc(C(=O)COc3c(F)c(F)cc(F)c3F)nc21,.,-11,.,.,.
COc1cc(F)cc(F)c1[S+](=O)([O-])N1CCN([S+](=O)([O-])c2ccc3c(c2)OCCO3)CC1,.,-8,.,.,.
CN(C)C(=O)C1CCN(c2nc(-c3ccc(Br)cc3)cs2)CC1,.,2,.,.,.
O=C(c1ccccc1O)N(Cc1cccs1)Cc1cccs1,.,8,.,.,.

# Grouped by structure: those above containing a Cl atom
SMILES,D2 agonist,LDHA block,12-LOX inh,D2 antag,Glioma ERSR ind
NC(N)=NCCC[C@H](NC(=O)CNC(=O)c1ccccc1)C(=O)Nc1cc(C(F)(F)F)ccc1Cl,.,-8,.,.,.
O=C(CNC(=O)c1ccc(C(F)(F)F)cc1)OC(C(=O)Nc1cc(C(F)(F)F)ccc1Cl)c1ccccc1 (stereo unspecified),.,-2,.,.,.
COc1ccc(CCNC(=O)c2cc3ccc(Cl)cc3nc2N)cc1,.,0,.,.,.

# (further entries)
SMILES,D2 agonist,LDHA block,12-LOX inh,D2 antag,Glioma ERSR ind
CC(=O)Nc1sc2c(c1-c1nc3ccccc3s1)CCN(C(=O)OC(C)(C)C)C2,.,7,.,.,.
COc1ccc(C2Nc3ccccc3C(=O)N2Cc2ccco2)cc1COc1cccc(NC(C)=O)c1 (stereo unspecified),.,7,.,.,.
Cc1ccc(N2CCN(C(=S)Nc3cc(C)ccn3)CC2)cc1,.,-6,.,.,.
Cn1c2cc(C#N)sc2c2cnn(Cc3ccccc3F)c(=O)c21,.,-1&-2,.,.,.
O=[S+]([O-])(c1ccc(OC(F)(F)F)cc1)N1CCN([S+](=O)([O-])c2ccc3c(c2)OCCO3)CC1,.,-5,.,.,.
COc1ccc(C2c3c(ncn(CCCc4ccccc4)c3=N)Oc3ccc4ccccc4c32)cc1OC (stereo unspecified),.,10,.,.,.
COc1ccccc1CNC(=O)Nc1nnc(-c2ccncc2)s1,.,-1,.,.,.
CC(C)(C)c1ccc(O)c(N=Cc2cccc([N+](=O)[O-])c2)c1,.,15,.,.,.
CC(=O)Nc1sc2c(c1-c1ncco1)CCNC2,.,6,.,.,.
COc1cc(F)c(S(=O)(=O)N2CCCN(S(=O)(=O)c3ccc(N)cc3)CC2)c(F)c1,.,-14,.,.,.
Cc1ccc(-c2nc3ccccc3s2)cc1NC(=O)c1ccc(-c2cccc(Cl)c2)o1,.,-2,.,.,.
COc1ccc(CCn2c(=S)[nH]c(=O)c3cccnc32)cc1OC,.,5,.,.,.
Cc1cc2c(s1)c1cnn(Cc3ccc(Cl)c(Cl)c3)c(=O)c1n2C,.,-12,.,.,.
CNc1cccc(S(=O)(=O)N2CCN(S(=O)(=O)c3ccc4c(c3)OCCO4)CC2)c1,.,-2,.,.,.
O=C(CCCc1ccccc1)NC(c1ccco1)c1cc(Cl)c2cccnc2c1O (stereo unspecified),.,-12,.,.,.
Cc1ccc(NS(=O)(=O)c2ccc3c(ccn3C)c2)cc1C,.,-2,.,.,.
Cc1cc(O)cc2c1O[C@](C)(CCC(=O)O)CC2,.,18,.,.,.
Cc1cn([C@H]2C[C@H](N[S+](=O)([O-])Cc3ccc([N+](=O)[O-])cc3)[C@@H](CO)O2)c(=O)[nH]c1=O,.,-3,.,.,.
Cc1ccc(NS(=O)(=O)c2ccc3c(c2)CCCC(=O)N3)cc1C,.,3,.,.,.
CCCCC(O)C(=O)Nc1cc(C(F)(F)F)ccc1Cl (stereo unspecified),.,-9,.,.,.
COc1ccc(C2NC(=O)c3ccccc3N2)cc1COc1ccc(NC(C)=O)cc1 (stereo unspecified),.,2,.,.,.
COc1ccc(S(=O)(=O)NC2CCN(C#N)CC2)cc1,.,-1,.,.,.
O=C1CCCC2=C1C1(CCSCC1)N=C(Nc1nc3ccccc3o1)N2,.,-3,.,.,.
CC(=O)Nc1cccc(S(=O)(=O)N2CCCN(S(=O)(=O)c3ccc4c(c3)OCCO4)CC2)c1,.,0,.,.,.
CN1C(=O)Cc2cc([S+](=O)([O-])N3CCN([S+](=O)([O-])c4c(F)cccc4F)CC3)ccc21,.,4,.,.,.
COc1cccc(C2c3c(ncn(-c4ccc(C(C)(C)C)cc4)c3=N)Oc3ccc4ccccc4c32)c1 (stereo unspecified),.,0,.,.,.
COc1cc(F)c(S(=O)(=O)N2CCCN(S(=O)(=O)c3ccc4c(c3)OCCO4)CC2)c(F)c1,.,-2,.,.,.
N#Cc1c(-c2cccs2)no[n+]1[O-],.,-1,.,.,.
CC1(C)N=C(Nc2nc3ccccc3o2)NC2=C1C(=O)CCC2,.,6,.,.,.
O=S1(=O)N=C(Oc2ccc(Br)cc2)c2ccccc21,.,-6,.,.,.

# Some entries already given, showing only D2 agonist, Glioma ERSR ind and LDHA block.
Molecule | D2 agonist | Glioma ERSR ind | LDHA block
COc1ccc(S(=O)(=O)NC2CCN(C#N)CC2)cc1 | . | . | -1
O=C1CCCC2=C1C1(CCSCC1)N=C(Nc1nc3ccccc3o1)N2 | . | . | -3
CC(=O)Nc1cccc(S(=O)(=O)N2CCCN(S(=O)(=O)c3ccc4c(c3)OCCO4)CC2)c1 | . | . | 0
CN1C(=O)Cc2cc([S+](=O)([O-])N3CCN([S+](=O)([O-])c4c(F)cccc4F)CC3)ccc21 | . | . | 4
COc1cccc(C2c3c(ncn(-c4ccc(C(C)(C)C)cc4)c3=N)Oc3ccc4ccccc4c32)c1 (stereo unspecified) | . | . | 0

# (more compounds)
SMILES,D2 agonist,LDHA block,12-LOX inh,D2 antag,Glioma ERSR ind
Cc1ccc(-c2nc(NCC(=O)Nc3cccc(C(=O)O)c3)c3ccccc3n2)cc1,.,-5,.,.,.
CC(=O)Nc1sc2c(c1-c1ccccc1)CCN(C(=O)OC(C)(C)C)C2,.,4,.,.,.
Cc1cc2c(s1)c1cnn(Cc3ccc(C)c(F)c3F)c(=O)c1n2C,.,-17,.,.,.
COc1ccc(-c2nc3cccc(OC)c3c(=O)n2Cc2ccccc2)cc1COc1ccc(NC(C)=O)cc1,.,14,.,.,.
COc1cccc(C2c3c(ncn(-c4cccc(C#N)c4)c3=N)Oc3ccc4ccccc4c32)c1 (stereo unspecified),.,6,.,.,.
c1ccc2sc(-c3csc4c3CCNC4)nc2c1,.,7,.,.,.
CSc1ccc(-c2cnc(N3CCC(C(N)=O)CC3)s2)cc1,.,0,.,.,.
C[C@H]1COc2c(C3(N)CC3)c(F)cc3c(=O)c(C(=O)O)cn1c23,-3.0,.,.,13,-5%
CC1(C)S[C@@H]2[C@H](NC(=O)[C@H](C(=O)O)c3ccsc3)C(=O)N2[C@H]1C(=O)O,-1.3,.,.,-17,-1%
CCN(CC)C(=O)[C@]1(c2ccccc2)C[C@@H]1CN,-2.6,.,.,-1,0%
Cc1noc(-c2cn(C3CCCN(C(=O)c4cccc(C(F)(F)F)c4)C3)nn2)n1 (stereo unspecified),.,.,1%,.,.
O=C(NC1CCN(C(=O)N2CC3CC(C2)[C@H]2CCCC(=O)N2C3)CC1)c1ccncc1 (stereo partly specified),.,.,12%,.,.
NC(=O)[C@@H]1CCCN1CC[C@H]1CN(C(=O)c2ccc(F)cc2)CC[C@H]1CC(=O)O,.,.,1%[176 µM],.,.
CC(C)NC(=O)NC[C@H]1O[C@@H]2C[C@@H](CC(=O)NCc3cnn(C)c3)O[C@@H]2[C@@H]1O,.,.,7%[176 µM],.,.
O=C(NCc1nnc2c(-c3nc(C4CC4)no3)cccn12)c1ccc(F)c(Cl)c1,.,.,70%[activator],.,.
Cc1ccccc1S(=O)(=O)N1CCCC2(C1)Nc1cccnc1NC2=NC1CCCC1 (stereo unspecified),.,.,6%,.,.
CCOCCN1CCN([C@@H]2c3ccccc3C3(CCNCC3)[C@H]2O)CC1,.,.,?,.,.
CC1=C[C@@H](CNC(=O)c2ccccc2)[C@H](C(C)C)C[C@H]1CC(=O)N1CCOCC1,.,.,32%[activator][176 µM],.,.
O=c1c2nc(-c3ccc(O)c(F)c3)ccc2ncn1Cc1ccccn1,.,.,15%[176 µM],.,.
CC(C)n1ccnc1CN1CCC(CNC(=O)C(C)(C)C)CC1,.,.,26%,.,.
CN1CCN(c2nc3c(c(=O)[nH]2)CCN(Cc2ccc(F)cc2Cl)CC3)CC1,.,.,25%,.,.
CCn1ncc(N2CCC(NC(=O)C(C)C)CC2)cc1=O,.,.,46%[activator],.,.
O=C(CN1CCOC1=O)N1CCCC(CCc2ccc(F)cc2F)C1 (stereo unspecified),.,.,71%[activator],.,.

# Not all compounds are listed. The share of hits here may be higher or lower than overall.
